High-throughput results as filed in PubChem.
HTT cytoprotect: Huntington cell model cytoprotection by ATP luminescence; PC12 HTT-Q103 induced, cytoprotection, ATP luminescence, 40 h; Potency, µM (titrated, usually from 56.4 µM), for inactives: cytoprotection (ATP increase), usual class: activators; 230,000 compounds, 0.14% hits;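 also: % of control where 0% means no effect; nearly all actives have a fitted effect of over 45% in size; toxic huntingtin expression switched on by the ecdysone agonist tebufenozide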
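ATP quantification (ATPlite) reports survival of PC12 cells in which tebufenozide, 100 nM final, switches on Htt exon 1 with 103 glutamines linked to GFP; compounds are titrated.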
Tau fibril ThT: blocks human tau fibril formation measured by thioflavin T | P10636 | recombinant tau K18 P301L, heparin-induced fibrillization, ThT fluorescence | Potency, µM (titrated, usually from 57.4 µM), for inactives: at the highest dose activity, negative = inhibition, actives largely listed as inhibitors | 270,000 compounds, 2.1% hits | AID 1460; also: % is scaled to controls: 0 for no effect and ±100 for the full control effect; nearly all actives have a fitted effect of over 55% in size
Target sequence (P10636 561-689 P618L limits assumed): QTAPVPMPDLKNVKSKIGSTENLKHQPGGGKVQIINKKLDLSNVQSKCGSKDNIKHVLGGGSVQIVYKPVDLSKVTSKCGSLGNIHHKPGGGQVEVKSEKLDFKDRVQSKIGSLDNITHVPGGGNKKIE
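ThT emission at 510 nm, taken 1 hr after adding 30 uM dye, quantifies aggregates formed when 20 uM heparin acts on human tau K18 P301L for 6 hr at 37 C.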
aGal spleen mod: inhibitors or activators of human alpha-galactosidase in spleen homogenate. human spleen homogenate, 4MU-alpha-Gal fluorescence, 40 min. Potency, µM (series often up to 80 µM), for inactives: top-dose activity change, negative = inhibition, most hits filed as inhibitors. 240,000 compounds, 0.008% hits. AID 2107;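 also: 0% = enzyme with vehicle and -100% = no enzyme basal signal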
Target sequence (P06280 32-429 limits assumed): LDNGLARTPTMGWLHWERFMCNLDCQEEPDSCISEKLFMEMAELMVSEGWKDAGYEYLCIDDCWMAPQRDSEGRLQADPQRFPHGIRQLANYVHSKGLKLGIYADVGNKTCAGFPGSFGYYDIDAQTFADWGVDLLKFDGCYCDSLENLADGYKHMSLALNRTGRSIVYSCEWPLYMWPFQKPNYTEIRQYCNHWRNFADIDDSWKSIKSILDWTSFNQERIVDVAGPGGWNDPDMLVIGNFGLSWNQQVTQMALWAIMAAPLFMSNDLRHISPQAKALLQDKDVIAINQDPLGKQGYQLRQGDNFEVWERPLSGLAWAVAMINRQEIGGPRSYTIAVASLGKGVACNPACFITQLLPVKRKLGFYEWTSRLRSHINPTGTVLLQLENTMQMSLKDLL
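Fluorogenic readout (Ex 365/Em 440 nm) of 4-methylumbelliferone released from 1 mM 4-MU-alpha-galactoside by spleen homogenate, 40 min at 37C, pH 5.0. Data normalized to no-enzyme and enzyme controls; Hill-equation AC50 from compound titrations.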
GAA glycogen: alters human alpha-glucosidase cleavage of glycogen. P10253. recombinant GAA, glycogen substrate, Amplex Red glucose oxidase fluorescence. Potency, µM (top dose mostly 76.4 µM), for the others: at the top dose activity change, negative = inhibition, hits mostly inhibitors. 300,000 compounds, 0.38% hits. AID 2100;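 also: 0% = full enzyme reaction and -100% = no-enzyme basal signal; the screen sought inhibitors and activators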
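Natural-substrate format: glycogen cleavage by 4 nM human enzyme, glucose read by Amplex Red coupling (Ex 573, Em 610 nm). Normalized to enzyme and no-enzyme controls.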
GAA inhib: alpha-glucosidase (human) inhibition; P10253; 200,000 compounds, 0.005% hits; Potency, µM (titrated, usually from 76.9 µM), inactives show at the top dose activity change, negative = inhibition, hits mostly inhibitors; purified human GAA, 4-MU-alpha-glucoside fluorescence;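 also: plate controls were uninhibited enzyme wells for no effect and no-enzyme background for full effect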
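Human enzyme at 4 nM with 400 uM 4-methylumbelliferyl-alpha-D-pyranoside, citrate/phosphate buffer pH 5.0, 0.005% Tween-20, 20 min at room temperature. Compounds up to 77 uM. 4-MU fluorescence (Ex 365/Em 440) read after NaOH/glycine stop; AC50 from Hill fit.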
Tau fluor cs: counter-screen for tau fibril formation inhibitors; AID 1463; tau K18 P301L Alexa594 fluorescence, heparin fibrillization; 280,000 compounds, 0.93% hits; Potency, µM (highest dose often 57.7 µM), for inactives: top-dose activity change, negative = decrease; also: % is scaled to controls: 0 for no effect and ±100 for the full control effect; nearly all actives have a fitted effect of over 55% in size
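Human tau K18 P301L (15 uM unlabeled, 0.24 uM Alexa 594-labeled) in 100 mM sodium acetate pH 7 with 20 uM heparin, 6 hr at 37 C. ThT 30 uM added, 1 hr ambient; Alexa 594 FP and total fluorescence read at 555/632 nm.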
GAA spleen mod: inhibits or activates alpha-glucosidase in human spleen homogenate; AID 2112; 240,000 compounds, 0.006% hits; Potency, µM (titrated, usually from 79.9 µM), for inactives: at the highest dose activity change, negative = inhibition, most hits filed as inhibitors; human spleen homogenate, 4-MU-alpha-glucoside fluorescence;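 also: 0% = enzyme with vehicle and -100% = no enzyme basal signal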
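Enzyme source: human spleen homogenate, 1 ug/well. Buffer 50 mM citric acid/K phosphate pH 5.0, 0.01% Tween-20. 4-MU-alpha-glucoside 1 mM; 37 C x 40 min; NaOH/glycine stop; fluorescence.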
Tau fibril FP: tau fibrillization inhibition (FP); P10636; K18 P301L tau heparin fibrillization, Alexa594 FP, 6 h; Potency, µM (doses to about 57.7 µM), for the others: at the top dose activity, negative = inhibition, actives largely listed as inhibitors; 280,000 compounds, 0.39% hits; AID 1468; also: % is scaled to controls: 0 for no effect and ±100 for the full control effect; nearly all actives have a fitted effect of over 55% in size
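Human K18 P301L fragment (15 uM unlabeled plus 0.24 uM Alexa 594-labeled) in 100 mM sodium acetate pH 7 with compound, aggregation induced by 20 uM heparin for 6 hr at 37 C. ThT (30 uM) added for 1 hr, then Alexa 594 FP read.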
Numbers without * were called inactive; ? = inconclusive; / = no result given; & = joins results of further samples; [ ] = dose if it differs, or a comment. Calls follow the shape of the dose curve; as a rule, active = well fitted curve in the direction sought with a large enough effect; inconclusive = small, poorly fitted or top-dose-only effect, or another doubt; inactive = no such curve, though single readings can be large; an effect the other way counts as inactive or inconclusive. Potency is read from the fitted curve at half-maximal effect.

SMILES	HTT cytoprotect	Tau fibril ThT	aGal spleen mod	GAA glycogen	GAA inhib	Tau fluor cs	GAA spleen mod	Tau fibril FP
CCN(CC)C(=O)CC(c1ccc(N(C)C)cc1)c1c(OC)cc(OC)c2ccc(=O)oc12 (stereo not drawn)	-5%[10 µM]	14%	-4%&-3%	-4%	/	7%	-5%&-5%	8%
CSc1ccccc1NC(=O)COC(=O)Cc1cccs1	-80%	-4%	-2%	7%	-5%	-6%	-4%	-10%
CC1=C(OC(=O)c2ccc(Br)cc2)C(C)(C)C(c2ccccc2)OC1=O (stereo not drawn)	-14%	-8%	-12%	7%	-2%	-3%	4%	-3%
COc1ccc(N(CC(=O)N2CCN(c3cccc(C)c3)C(C)C2)S(=O)(=O)c2c(C)n[nH]c2C)cc1 (stereo not drawn)	-6%	-13%	0%	-5%	1%	-22%	7%	2%
COC(=O)c1ccc(C(=O)Nc2ccc(C(C)C)cc2N)cc1	-18%	?	-15%	3%	4%	-3%	-13%	10%
COc1cccc(C2C3(C#N)C(N)=NC(OC)(OC)C23C#N)c1 (stereo not drawn)	-10%	-6%	12%	4%	0%	-2%	-8%	-1%
CCOC(=O)c1nnc(-c2ccccc2)nc1NCc1ccc(Cl)cc1	-35%	?	6%	7%	0%	-17%	0%	5%
CC(OC(=O)C1=COCCO1)C(=O)Nc1cc(S(=O)(=O)N2CCCCC2)ccc1Cl (stereo not drawn)	-6%	0%	-2%	-1%	-3%	-2%	/	-3%
Brc1cccc(-c2nnn3c2nc(NC2CCCCC2)c2ccccc23)c1	/	6%	/	-9%[76.3 µM]	/	-30%	/	?
Cc1ccc(NC(=O)C(c2ccc(Cl)cc2)N2CCCCC2)cc1 (stereo not drawn)	-29%	1%	5%	-2%	-1%	2%	-3%	1%
Clc1ccc(CN2C3=NCCCN3c3ccccc32)cc1Cl	/	3%	-9%	13%	11%	10%	-6%	10%
CCCCC(=O)Nc1ccccc1N1CCOCC1	-31%[inhibitor]	-3%	8%	-4%	-5%	0%	3%	18%
COc1cccc(C(=O)NCCN2CCN(c3ccc(Cl)cc3)CC2)c1	15%[1.9 µM]	?	0%	/	/	-12%	2%	1%
O=C(CCCn1c(=O)[nH]c2ccsc2c1=O)N1CCCCC1	-7%	2%	-1%	5%	-18%	1%	-7%	-9%
CCCCCCCCCCC/C=C\C(C)(C)/C=C\CCCC(=O)O	-22%	-15%&-8%&-5%	3%&11%&-16%	/	/	3%&-5%&-3%	-5%&-2%&7%	8%&-11%&5%
Cc1cc(C(=O)COC(=O)Cc2n[nH]c(=O)c3ccccc23)c(C)n1-c1ccc2c(c1)OCO2	22%[10 µM]	?	0%	4%	-5%	-15%	-8%	1%
CCC1CCCCN1c1ccc([N+](=O)[O-])cc1/C=N/NC(=O)Cn1c2ccccc2c(=O)c2ccccc21 (stereo not drawn)	-7%	6%	4%	12%	-1%	2%	3%	8%
COC(=O)C(CCSC)NC(=O)c1cc2c(n(-c3ccc(C)cc3)c1=O)CCCC2=O (stereo not drawn)	-50%[inhibitor][10 µM]	1%	0%	3%	15%	12%	3%	-2%[2.34 µM]
NC(=O)c1nsc(C(=O)N(CC(=O)NCc2ccc(F)cc2)Cc2ccco2)c1N	-24%[10 µM]	-1%	2%	10%	7%	-8%	-2%	-6%
CCOC(=O)C1CCCN(Cc2ccccc2C)C1 (stereo not drawn)	-5%	-4%	2%	0%	-1%	-8%	-6%	-9%
Cc1ccccc1/C=C1\SC(=S)N(/N=C/c2cc([N+](=O)[O-])ccc2O)C1=O	-14%	25µM*	-3%	-11%	-7%	?	2%	-13%
COC(=O)c1ccc(CSc2nnc(-c3ccccc3)n2C)o1	-8%[10 µM]	-2%	-4%	4%	-1%	7%	3%	3%
N#C/C(=C/c1ccc2c(c1)OCO2)C(=O)Nc1ccc(O)cc1	-6%	?	10%	-3%	3%	10%	-14%	3%
CCOc1cc(CNC(CC)CO)ccc1OCC(=O)Nc1cccc(C(F)(F)F)c1 (stereo not drawn)	-18%	3%	6%	-3%	-5%	-8%	0%	-3%
CCOC(=O)c1c(-n2cccc2)sc2c1CCCC2=O	-10%[0.074 µM]	-9%	-3%	4%	6%	-8%	-6%	-14%
Further compounds:
SMILES	HTT cytoprotect	Tau fibril ThT	aGal spleen mod	GAA glycogen	GAA inhib	Tau fluor cs	GAA spleen mod	Tau fibril FP
COc1ccc(-c2nc(N)ncc2-c2csc(C)n2)c(O)c1	3%[10 µM]	-11%	8%	0%	-14%	-2%	-3%	8%
CC1=NN(c2cccc([N+](=O)[O-])c2)C(=O)C1	3%[10 µM]	?	7%	-20%	0%	?	3%	5%
CS(=O)(=O)N1CCN(c2nc3ccc(Cl)cc3s2)CC1	1%[10 µM]	/	-16%	6%	/	/	6%	/
COc1ccc(NS(=O)(=O)c2cc3c(cc2C)N(C(C)=O)CCO3)cc1	/	-6%	/	8%&-2%[76.3 µM]	/	-5%	/	8%
C=CCC(NCc1ccccc1)c1ccc(Cl)cc1 (stereo not drawn)	-19%[10 µM]	2%	1%	4%	-9%	-6%	-11%	-11%
COc1cccc(NC(=S)N2CCn3c(nc4ccccc43)C2)c1	-16%	-13%	1%	6%	2%	-15%	-2%	-12%
Cc1nn(CC(=O)Nc2ccc(C(C)C)cc2)c(C)c1[N+](=O)[O-]	7%	2%	-3%	11%	-4%	-15%	-4%	-6%
COC(=O)C1=C(C(=O)OC)[C@@H]2N(Cc3ccccc3)c3ccccc3[C@@]23C[C@@H](C(=O)OC)N(S(=O)(=O)c2c(C)noc2C)C3=N1	-27%[10 µM]	-1%[11.5 µM]	-8%[17.5 µM]	/	/	-6%[11.6 µM]	-1%[17.4 µM]	-2%[11.6 µM]
C/C(=C(\C#N)C(=O)NCCN1CCOCC1)N(C)C	7%	-5%	-4%	-1%	-3%	-8%	-7%	-4%
Cc1ccc(S(=O)(=O)NNC(=O)Cc2cccn2C)cc1	8%	-6%	-1%	-10%	-1%	-1%	2%	-3%
COC(=O)c1c(O)cc(C(C)(C)C)n(-c2ccc(F)cc2)c1=O	31%[0.074 µM]	4%	-8%	1%	6%	6%	-9%	-2%
Cc1cc(Oc2ccccc2)nc(SCC(=O)Nc2ccc(Cl)cc2Cl)n1	5%	-15%	-9%	-11%	-1%	-22%	-9%	-9%
NCCCC[C@H]1CNC(=S)N1CCCCC1CCCCC1	-7%[10 µM]	-3%	-10%	-4%	/	-4%	9%	1%
Cc1ccc(NC(=O)COc2ccccc2CNC(C)(C)CC(C)(C)C)cc1	-82%[inhibitor]	-14%	-11%	-10%	-15%	-23%	-5%	-1%
CCCCC(=O)Nc1cc(-c2nc3ncccc3o2)ccc1C	-37%	3%	-1%	9%	-2%	12%	-3%	1%
CCOC(=O)C1CCCN(C(=O)c2sc3nc(C)nc(N4CCOCC4)c3c2C)C1 (stereo not drawn)	13%	-2%	-5%	7%	-5%	-9%	-1%	-3%
Cc1ccc(-n2nnnc2-c2cnc3ccc(Cl)cc3c2-c2ccccc2)cc1	-84%[inhibitor]	?	19%	4%	2%	-16%	-2%	-3%
Cc1cccc(C(C)(C)C)c1OCCN1CCCC1	-43%[10 µM]	-3%	-6%	-2%	-1%	-1%	-7%	1%
c1ccc(C2=Nn3c(nnc3-c3cccs3)SC2)cc1	15%[10 µM]	-1%	1%	2%	/	-6%	-16%	0%
O=C1c2ccccc2C(=O)c2[nH]cnc21	9%[10 µM]	-12%	-10%	-3%	-7%	-4%	2%	4%
O=C(CCCOc1ccc(Cl)cc1Cl)N1CCCc2ccccc21	2%	?	0%	-10%	-13%	-22%	-4%	-4%
Cc1ccccc1CS(=O)(=O)CCC(=O)O	-20%	-2%	-12%	6%	-3%	-3%	3%	5%
CCOC(=O)Cc1c[nH]c2ccccc12	-15%	-7%	-8%	-6%	0%	-14%	-15%	0%
CCOCCCNc1c2c(nc3cc(-c4ccc(F)cc4)nn13)CCC2	-41%[inhibitor]	2%	8%	3%	8%	-5%	-17%	-8%
Cc1cc(C(=O)CSc2nnc(-c3ccc(F)cc3)o2)c(C)n1CC1CCCO1 (stereo not drawn)	-26%	-7%	5%	0%	-3%	-17%	-1%	1%
(next part)
SMILES	HTT cytoprotect	Tau fibril ThT	aGal spleen mod	GAA glycogen	GAA inhib	Tau fluor cs	GAA spleen mod	Tau fibril FP
CC(C)COC(=S)Nc1ccccc1	6%	-14%	6%	-6%	-1%	-15%	-3%	-7%
COc1ccc(C2CC(C)=NN2C=O)cc1OC (stereo not drawn)	-7%	4%	-8%	7%	0%	4%	-4%	4%
O=C(NCC1CCCCC1)C1CCN(C(=O)NC2CCCCC2)CC1	-12%[10 µM]	3%	8%	-17%	8%	4%	0%	4%
O=C(CN1C(=O)NC2(CCCC2)C1=O)Nc1ccccc1-c1ccccc1	10%[10 µM]	5%	0%	-4%	/	8%	1%	-1%
C/C=C/C=C\C(=O)Nc1cccc(C2=NOC3(C2)C[C@@H](C(N)=O)N(C(=O)/C(C)=C/C)C3)c1 (stereo partly drawn)	7%[10 µM]	-15%	13%	4%	/	1%	9%	4%
CCOC(=O)Nc1ccc(S(=O)(=O)Nc2nc(C)cc(C)n2)cc1	14%	-13%	-1%	5%	-3%	-3%	0%	2%
CC(C)NC(=O)COC(=O)CNC(=O)c1cc(Cl)cc([N+](=O)[O-])c1	-1%[10 µM]	2%	-2%	7%	-3%	0%	-4%	1%

Molecules shown so far that have a cyano group:
SMILES	HTT cytoprotect	Tau fibril ThT	aGal spleen mod	GAA glycogen	GAA inhib	Tau fluor cs	GAA spleen mod	Tau fibril FP
COc1cccc(C2C3(C#N)C(N)=NC(OC)(OC)C23C#N)c1 (stereo not drawn)	-10%	-6%	12%	4%	0%	-2%	-8%	-1%
N#C/C(=C/c1ccc2c(c1)OCO2)C(=O)Nc1ccc(O)cc1	-6%	?	10%	-3%	3%	10%	-14%	3%
C/C(=C(\C#N)C(=O)NCCN1CCOCC1)N(C)C	7%	-5%	-4%	-1%	-3%	-8%	-7%	-4%
